High-throughput results as filed in PubChem BioAssay.
Rab9 promoter act: Rab9 promoter activation. Huh7 Rab9 promoter-luciferase reporter, luminescence, 24 h. Potency, µM (titrated, usually from 9.22 µM), inactives show top-dose activation, negative = inhibition, usual class: activators. hit rate 2.8% among 320,000. AID 485297; also: % of control where 0% means no effect; nearly all actives have a fitted effect of over 60% in size
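Luminescence read-out: Huh7 cells stably expressing Rab9-luciferase, treated 24 h with compound at 37 °C, then lysed with luciferase reagent for 10 min at ambient before reading.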
NPC1 prom act: activators of NPC1 promoter; Huh7 NPC1 promoter luciferase reporter, 24 h; Potency, µM (titrated, usually from 9.22 µM), without a hit: top-dose activation, usual class: activators; hit rate 2.4% among 320,000;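 also: % of control where 0% means no effect; nearly all actives have a fitted effect of over 60% in size; reporter is driven by a mutant NPC1 promoter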
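In 1536-well qHTS, Huh7 cells harboring an NPC1 promoter–luciferase construct received compound for 24 h; activation was quantified by luminescence following luciferase reagent addition.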
RORg inh: ROR gamma (mouse) transcription inhibition; P51450; Drosophila S2 Gal4-RORgamma UAS-luciferase reporter, 20 h; Potency, µM (top dose mostly 53.6 µM), for inactives: top-dose activity change, negative = inhibition, hits mostly inhibitors; hit rate 5.4% among 310,000; AID 2551; also: % is scaled to controls: 0 for no effect and ±100 for the full control effect; nearly all actives have a fitted effect of over 60% in size
Target sequence (P51450 whole entry, looked up, the tested form may be a part): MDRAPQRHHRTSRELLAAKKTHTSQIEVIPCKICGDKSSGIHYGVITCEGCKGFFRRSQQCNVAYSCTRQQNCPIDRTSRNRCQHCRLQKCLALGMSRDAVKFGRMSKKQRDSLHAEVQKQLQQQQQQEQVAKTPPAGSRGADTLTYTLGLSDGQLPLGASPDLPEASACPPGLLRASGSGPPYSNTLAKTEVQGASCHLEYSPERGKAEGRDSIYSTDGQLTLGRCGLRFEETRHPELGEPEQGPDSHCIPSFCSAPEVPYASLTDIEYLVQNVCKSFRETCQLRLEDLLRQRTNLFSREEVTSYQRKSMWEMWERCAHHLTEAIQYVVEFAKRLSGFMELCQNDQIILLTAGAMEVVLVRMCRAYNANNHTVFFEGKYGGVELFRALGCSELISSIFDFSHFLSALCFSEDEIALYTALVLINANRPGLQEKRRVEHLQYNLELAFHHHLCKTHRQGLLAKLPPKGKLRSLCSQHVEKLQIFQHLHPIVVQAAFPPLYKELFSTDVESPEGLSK
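Luminescence from a UAS-regulated Photinus luciferase reporter in stably transfected Drosophila Schneider cells is measured; decreased signal marks ROR gamma inhibition. Fusion expression is induced by 700 uM copper sulfate for 20 hr.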
Gal4-VP16 FLuc: counter-screen for ROR gamma inhibitors: Gal4-VP16 reporter; Drosophila S2 Gal4-VP16 UAS-luciferase, luminescence, 20 h; Potency, µM (doses to about 53.6 µM), for inactives: top-dose activity, negative = inhibition, actives largely listed as inhibitors; hit rate 3.5% among 310,000;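 also: Gal4-VP16 expression switched on by copper sulfate through the metallothionein promoter; % is scaled to controls: 0 for no effect and ±100 for the full control effect; nearly all actives have a fitted effect of over 50% in size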
FLuc counter: inhibits or activates purified firefly luciferase, miR-21 counter-screen; hit rate 6.9% among 360,000; AID 588342; Potency, µM (doses to about 57.5 µM), inactives show top-dose activity change, negative = inhibition, actives largely listed as inhibitors; purified FLuc, Km substrates, luminescence inhibition;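 also: plate controls were vehicle for no effect and reference inhibitor for full effect; nearly all actives have a fitted effect of over 55% in size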
Target sequence (P08659 whole entry, looked up): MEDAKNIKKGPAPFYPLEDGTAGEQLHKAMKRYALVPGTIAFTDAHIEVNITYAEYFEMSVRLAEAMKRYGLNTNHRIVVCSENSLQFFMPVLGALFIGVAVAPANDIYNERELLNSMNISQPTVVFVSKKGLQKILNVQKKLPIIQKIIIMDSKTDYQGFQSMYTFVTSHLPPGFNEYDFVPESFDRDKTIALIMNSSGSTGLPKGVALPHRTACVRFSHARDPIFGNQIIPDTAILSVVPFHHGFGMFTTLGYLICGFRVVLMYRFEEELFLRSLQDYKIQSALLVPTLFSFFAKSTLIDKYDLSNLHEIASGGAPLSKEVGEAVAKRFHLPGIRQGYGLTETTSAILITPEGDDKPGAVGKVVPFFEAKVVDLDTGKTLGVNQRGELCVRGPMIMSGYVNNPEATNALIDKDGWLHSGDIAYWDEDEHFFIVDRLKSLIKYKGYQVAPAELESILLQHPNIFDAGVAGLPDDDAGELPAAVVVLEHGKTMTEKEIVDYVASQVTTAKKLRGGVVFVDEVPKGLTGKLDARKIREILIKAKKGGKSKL
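Purified P. pyralis luciferase (10nM final) with 10uM D-luciferin and 10uM ATP (Km levels) in 50mM Tris acetate pH 7.5, 10mM Mg acetate, 0.01% Tween-20, 0.05% BSA; qHTS 6-point titration, ~60 µM downward; luminescence read.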
CXXC DNA block: blocks binding of human MLL CXXC domain to DNA; Q03164; MLL-CXXC / FITC-HOXA9 DNA fluorescence polarization; Potency, µM (titrated, usually from 115 µM), without a hit: at the highest dose activity change, negative = inhibition, most hits filed as inhibitors; hit rate 0.037% among 290,000; active = well fitted inhibition curve with a large enough effect in the polarisation, with a control signal flat, not every such curve was filed as active; inconclusive = small, poorly fitted or top-dose-only effect, or effect the other way, or a change in a side signal; inactive = no such curve, though single readings can be large or run the other way; the % refers to the polarisation
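Steps: dispense CXXC domain solution (7 uM) → pin compounds or unlabeled HOX-A9 DNA control → 5 min ambient → add FLSN-HOX-A9 solution (50 nM) → spin → 30 min ambient → fluorescence polarization. Tris pH 7.5/NaCl/DTT/BSA buffer.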
uPA generation: cell surface uPA generation inhibition; hit rate 0.31% among 330,000; AID 540303; Potency, µM (titrated, usually from 38.3 µM), for the others: at the top dose activity change, negative = inhibition, usual class: inhibitors; cell surface uPA generation assay, qHTS; active = well fitted inhibition curve with a large enough effect; inconclusive = small, poorly fitted or top-dose-only effect; inactive = no such curve, though single readings can be large or run the other way; tested in mouse RAW 264.7 cells; also: % is scaled to controls: 0 for no effect and ±100 for the full control effect; nearly all actives have a fitted effect of over 55% in size
p53 reactivator: re-activators of mutant p53; Potency, µM (highest dose often 92.2 µM), for the others: top-dose activity change, positive = activation, most hits filed as activators; H1299 p53-A138V BP100-luciferase reporter, luminescence, 24 h; AID 504706; hit rate 0.063% among 320,000; also: % of control where 0% means no effect; nearly all actives have a fitted effect of over 45% in size
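H1299 (p53-null), stable ts p53-A138V + BP100-Luc; 1000 cells/well, Opti-MEM/10% FBS; cpd 4 pt, 1:5; 24 h, 37 deg C, 5% CO2; detection reagent 10 min RT; luminescence.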
BRCA1 expr up: BRCA1 expression activation; hit rate 1.1% among 380,000; AID 624202; MCF7-BRCA1-FFLuc reporter, luminescence, 48 h; response scale: scaled: vehicle 0%, 10 µM genistein 100%; Potency, µM (titrated, usually from 46.1 µM), for inactives: at the highest dose activation, usual class: activators; also: nearly all actives have a fitted effect of over 80% in size; some results filed as inactive show a strong effect at the top dose
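Reporter cells (MCF7, BRCA1 promoter-firefly luciferase) received library compounds across a concentration series for 48 h. End-point luminescence was measured and concentration-effect curves derived after normalization.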
ELG1 genotox: genotoxicity induction in ELG1-luciferase HEK293T cells; HEK293T ELG1-luciferase reporter, luminescence, 16 h; Potency, µM (highest dose often 46 µM), without a hit: at the top dose activity change, positive = activation, actives largely listed as activators; hit rate 1.3% among 330,000; also: % of control where 0% means no effect; nearly all actives have a fitted effect of over 60% in size
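Cells (2,000/well) expressing the ELG1-luciferase fusion are dosed by pin tool and kept 16 hr at 37 °C, 5% CO2. Signal comes from ONE-Glo luciferase reagent after 30 min at room temperature.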
MBNL1-CUG inh: MBNL1-poly(CUG) RNA binding inhibition; Q9NR56; TR-FRET MBNL1-His/biotin-(CUG)12 binding, 665/545 ratio; Potency, µM (series often up to 57.5 µM), inactives show at the top dose activity change, negative = inhibition, most hits filed as inhibitors; hit rate 0.036% among 280,000; active = well fitted inhibition curve with a large enough effect in the signal ratio, with a control signal flat, not every such curve was filed as active; inconclusive = small, poorly fitted or top-dose-only effect, or effect the other way, or a change in a side signal; inactive = no such curve, though single readings can be large or run the other way; the % refers to the signal ratio; also: % is scaled to controls: 0 for no effect and ±100 for the full control effect
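Compounds (final 92 nM to 58 uM) are added to His-tagged MBNL1 and biotin-(CUG)12, then terbium anti-His antibody and streptavidin-XL665 (5 nM final). After 60 min at room temperature, the 665/545 nm ratio is read.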
Active calls of the source: *; ? = inconclusive; · = no result given; & = joins results of further samples. Unless noted, calls follow the shape of the dose curve; as a rule, active = well fitted curve in the direction sought with a large enough effect; inconclusive = small, poorly fitted or top-dose-only effect, or another doubt; inactive = no such curve, though single readings can be large; an effect the other way counts as inactive or inconclusive. Potency is read from the fitted curve at half-maximal effect.

smiles	uPA generation	p53 reactivator	NPC1 prom act	FLuc counter	Rab9 promoter act	Gal4-VP16 FLuc	RORg inh	ELG1 genotox	BRCA1 expr up	CXXC DNA block	MBNL1-CUG inh
COC(CNC(=O)CCc1c(C)nc2c(-c3ccccc3)c(C)nn2c1C)OC	-0.5%	-1.2%	1.1%	3.0%	-2.5%	-1.2%	7.2%	-4.2%	2.5%	-6.7%	-9.2%
CN(C(=O)/C=C/c1ccccc1)C1CCS(=O)(=O)C1 (configuration not stated)	4.0%	6.1%	1.2%	-1.1%	-1.0%	-8.8%	-18.8%	0.2%	-1.7%	1.6%	0.9%
Cc1ccc(N(C)C(=O)CC(C)S(=O)(=O)c2ccc3c(c2)NC(=O)CO3)cc1 (configuration not stated)	3.7%	-0.3%	-1.2%	5.3%&-5.4%	0.1%	-10.5%	-2.5%	0.4%	6.3%	-2.8%	0.2%
COC(=O)C1=C(N)OC2=C(C(=O)CC(C)(C)C2)C1c1cccnc1 (configuration not stated)	5.6%	-3.1%	1.4%	-0.2%	-4.5%	11.4%	15.4%	-3.8%	-17.2%	5.9%	12.7%
Cc1cc(C(C)(C)C)cc(C)c1N	3.5%	-4.5%	0.6%	1.7%	-3.3%	8.2%	5.1%	-1.9%	-21.8%	0.3%	-3.7%
O=C(CC(CC(=O)c1ccccc1)c1ccccc1)c1ccccc1	-3.2%	0.8%	0.0%	5.2%	1.5%	19.5%	3.4%	-3.7%	-27.0%	-5.0%	-9.9%
CCOC(=O)N1CCN(C(=O)c2cn(CC)c3cc(N4CCN(C)CC4)c(F)cc3c2=O)CC1	·	5.3%	1.2%	0.3%	11.6%	-23.8%	-21.5%	-0.4%	·	1.5%	2.8%
CC1(C)Cc2c(sc3ncn4nc(CCC(=O)O)c(=O)nc4c23)CO1	-0.2%	-0.5%	-3.5%	-0.1%	-5.9%	1.7%	-8.7%	0.7%	-8.7%	-3.8%	5.0%
COc1ccc(-n2c(SCC(=O)NC3CCCCC3)nc3ccsc3c2=O)cc1	3.2%	16.8%	-0.1%	5.6%	-2.4%	1.1%	5.2%	2.1%	2.5%	5.5%	-2.9%
C[C@H](NC(=O)c1nc[nH]c1C(=O)N1CCN(c2ccccc2)CC1)c1ccccc1	8.3%	-1.7%	4.5%	-0.3%	-5.9%	·	·	-0.5%	-3.9%	·	·
O=C(COC(=O)CSc1ccc2ccccc2c1)NC1CCCC1	5.4%	-5.9%	-3.6%	-6.3%	-3.2%	-7.7%	-6.2%	-0.1%	6.0%	-0.5%	?
COC(=O)C1CN(C(=O)C(C)Oc2cccc(C)c2C)c2ccccc2O1 (configuration not stated)	2.4%	-1.7%	-8.1%	3.4%	-5.5%	9.1%	-9.3%	-4.0%	6.1%	-7.8%	-2.7%
Nc1ccc(Oc2ccc3c(c2)OCO3)cc1	4.9%	9.0%	15.4%	-0.2%	8.5%	?	29.6%	-7.6%	2.1%	-1.7%	·
CCOC(=O)c1sc(NC(=O)CSc2n[nH]c(C)n2)nc1C	0.4%	3.9%	-6.8%	-10.8%	-2.4%	-1.8%	29.2%	1.9%	-27.7%	-10.6%	0.6%
O=C(NCCN1CCCC1)C1COc2ccccc2O1 (configuration not stated)	-0.5%	-7.0%	-5.6%	6.5%	-0.8%	-0.1%	-16.4%	1.7%	-0.4%	-2.4%	-5.9%
Cc1nc(-c2ccc(NC(=O)c3ccccc3C)cc2)cs1	-0.7%	4.0%	1.41µM*	3.38µM*	1.58µM*	-28.7%	-31.4%	13.0%	?	-3.1%	-10.6%
N#CNC(=Nc1ccccc1)SCc1ccc(C(=O)O)cc1	-2.9%	0.0%	-3.5%	-4.4%	0.0%	2.9%	4.5%	2.2%	19.7%	-5.3%	-8.3%
Cc1cc(NC(=O)CCN2CCN(CCO)CC2)ccc1Br	2.9%	-2.0%	8.5%	-2.4%	4.8%	2.7%	-41.4%	1.2%	-32.4%	1.6%	-1.6%
CCCN1CCC(=O)N([C@H](CSc2ccc(Br)cc2)c2ccccc2)CC1	8.2%	8.1%	22.2%	16.9µM*	?	-1.4%	-18.0%	11.7%	28.5%	-8.7%	-14.3%
CC1CCCCN1C(=O)COC(=O)CNC(=O)c1sc2ccccc2c1Cl (configuration not stated)	1.4%	0.7%	0.2%	?	-3.7%	·	·	-2.2%	-9.5%	·	·
COc1cc(-c2nnc(SCC(=O)N(Cc3ccccc3)C(C)(C)C)o2)cc(OC)c1OC	-15.8%	2.4%	0.2%	4.5%	0.9%	-1.2%	-21.9%	-19.4%	-76.6%	-8.4%	-6.1%
CN(C(=O)c1cccc(Br)c1)C1CCS(=O)(=O)C1 (configuration not stated)	-1.8%	2.2%	0.9%	-0.4%	-4.9%	·	·	-3.7%	5.2%	·	·
O=C1/C(=C/c2ccccc2)SC(=S)N1N1C(=O)C2CC2C1=O (configuration not stated)	-14.0%	1.3%	-3.1%	-17.0%	-8.3%	-10.1%	-30.4%	-1.6%	-14.6%	-29.9%	21.1%
CCC(C)c1ccc(NC(=O)CN(C)CC(=O)Nc2cccc(OC)c2)cc1 (configuration not stated)	3.0%	-3.7%	-1.9%	-5.6%	-10.5%	-4.4%	16.3%	-3.3%	10.2%	-9.5%	-0.8%
Cn1nc(CC(=O)Nc2ccc3c(c2)CCC3)c2ccccc2c1=O	-6.8%	1.7%	-25.1%	0.1%	-25.4%	?	?	-7.1%	-73.4%	11.4%	-6.1%
COc1cc(/C=N/NC(=O)Cn2cnc3ccccc3c2=O)ccc1O	1.9%	-2.6%	-0.9%	0.3%	-0.9%	-1.7%	10.2%	2.4%	-2.5%	-24.2%	19.0%
O=c1c2ccccc2nc2n1C(CSc1ccc(F)cc1)CN2 (configuration not stated)	-3.1%	2.6%	0.1%	0.1%	0.8%	-0.7%	-0.7%	1.1%	-9.7%	-6.7%	-15.5%
CNC(=S)N1CCN(c2nc(-c3ccc(F)cc3)cs2)CC1	14.0%	·	-1.1%	?	14.9%	·	·	1.0%	34.5%	0.7%	-0.8%
CN(C)C(CNC(=O)c1cnc(Cl)c(Cl)c1)c1ccccc1 (configuration not stated)	-13.8%	0.7%	-5.6%	-0.8%	-5.2%	8.1%	-2.1%	-2.5%	-42.7%	?	-0.6%
O=C(CO/N=C/c1ccc(OC(F)F)cc1)NC1CCCCC1	-9.8%	8.8%	-3.3%	3.4%	-2.1%	6.5%	21.4%	-7.6%	0.0%	3.4%	1.4%
COc1cc(N)c(Cl)cc1C(=O)OCC(=O)N1CCCC1	-3.9%	19.4%	6.6%	4.1%	0.1%	1.6%	-5.1%	2.6%	0.2%	7.6%	-2.1%
COc1ccc(NC(=O)CN(C)C(=O)/C=C/c2ccc(OCc3ccccc3)cc2)cc1	·	-4.7%	-2.6%	-3.1%	-1.0%	-11.3%	2.8%	17.5%	-27.8%	3.8%	3.9%
Cc1nn(C)c(C)c1/C=C/C(=O)c1ccc(Cl)cc1Cl	-5.8%	12.7%	-16.6%	-19.5%	-17.5%	?	28.5%	-19.0%	22.8%	3.4%	0.7%
CC(C)(C)n1ncc2c(=O)n(CC(=O)Nc3ccc(Cl)cc3)cnc21	-1.3%	-0.1%	0.9%	1.4%	2.1%	-0.4%	41.4%	-1.3%	-17.1%	0.9%	2.0%
c1ccc(N2CCN(CC3CCCCC3)CC2)cc1	-8.8%	·	-4.0%	3.4%	4.4%	1.1%	-8.1%	-2.9%	17.2%	1.5%	0.1%
COc1ccccc1Nc1ccc(Nc2ccccc2OC)nn1	-3.3%	?	?	9.53µM*	?	4.9%	84.8%	?	5.01µM*	4.2%	11.7%
Cc1cc(C)c2nc(N3CCN(C(=O)c4cccs4)CC3)sc2c1	4.4%	-3.5%	-1.0%	?	2.0%	·	·	25.7%	13.8%	·	·

This is a subset; rates above refer to the full screens.
